Assay outcomes as filed in PubChem BioAssay.
CSN deneddyl inh – CSN deneddylation inhibition; inhibition, % at 12.5 µM; Purified CSN, SCF-Nedd8-OG deneddylation, fluorescence polarization; 0.38% of 360,000 active; Q92905;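 active means pattern-corrected inhibition above about 35%, with an unprinted fluorescence ratio check between 0.5 and 1.5, limit read from the data, passing the limit was not always enough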;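 further: 0% = enzyme with substrate and 100% = substrate without enzyme; some results filed as inactive read as strong as hits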
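Assay system: Purified human Csn5 enzyme expressed in HEK293T cells | Amount: Enzyme 0.24 nM | Measured by: Fluorescence polarization readout | Medium: Tris/NaCl/DTT buffer, pH 7.5 | Compound dosing: One concentration, 12.5 µM, 0.25% DMSO | Times: 90 min incubation of compound, enzyme and substrate at room temperature | Control set: no-enzyme wells high, enzyme-with-substrate wells low | Read-out: % inhibition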
Rpn11 block – blocks the human proteasome subunit Rpn11. human 26S proteasome, Ub4-pepOG fluorescence polarization; 20S core pre-blocked with epoxomicin. calls only at 20 µM. 0.59% of 360,000 active. AID 588493;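 active means inhibition at 20 µM, scaled to each plate's controls, above about 33%, limit read from the data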
STEP block – blocks human striatal-enriched tyrosine phosphatase. 0.25% of 360,000 active. recombinant STEP, OMFP fluorogenic substrate, fluorescence. inhibition, % at 20 µM. P54829;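 active means inhibition at 20 µM, scaled per plate between control wells, above about 37%, limit read from the data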;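 further: 0% = DMSO with enzyme and substrate and 100% = substrate only without enzyme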
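material = STEP tyrosine phosphatase | reagent = fluorogenic phosphatase substrate OMFP at 25 µM final | doses = single compound dose of 20 µM, 1% DMSO final | schedule = 20 min reaction, room temperature, in the dark | measured by = fluorescence, 480/540 nm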
DNMT1 block – blocks human DNA methyltransferase DNMT1. 0.83% of 360,000 active. P26358. DNMT1 molecular beacon, Hinp1I cleavage, fluorescence. inhibition (reported as % activation of signal), % at 10 µM; in the data active means inhibition above about 50%
Scp-1 inhibitor – blocks human Scp-1 phosphatase activity; Recombinant Scp1, phosphopeptide, malachite green phosphate absorbance; 0.88% of 340,000 active; inhibition, % at 20 µM; Q9GZU7;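 active means inhibition above about 50% at 20 µM, limit read from the data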;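 further: plate controls were DMSO wells with enzyme for no effect and wells lacking enzyme for full effect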
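Test system – truncated SCP-1 phosphatase (76-261aa) · Reagent – Phosphorylated 17-residue peptide substrate · Incubation – 45 min room-temperature reaction, 5 min colour, 30 min stabiliser · Detection – colorimetric phosphate reagent with accelerator and stabiliser, absorbance at 630 nm · Measure – % inhibition at 20 µM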
LMPTP inh – LMPTP (human) inhibition. recombinant LMPTP-A, OMFP fluorogenic substrate, fluorescence intensity. AID 651560. 0.22% of 360,000 active. inhibition, % at 20 µM. P24666;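 active means compounds that cut the enzyme signal by at least half of the control window in the single-dose screen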;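 further: plate controls were DMSO wells with enzyme plus substrate for no effect and substrate without enzyme for full effect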
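Assay system: LMPTP-A enzyme. Input: 0.625 nM LMPTP-A final. Probe or stimulus: 400 µM OMFP. Compound dosing: single 20 µM dose. Schedule: 50 min dark incubation at room temperature. Detection: fluorescence intensity of OMFP turnover product. Read-out: percent inhibition versus substrate-only and uninhibited controls. Benchmarks: no-enzyme low control, uninhibited high control.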
SUMO1 PPI mod – SUMO1-SIM interaction modulation. P63165. SUMO1 binding to a labelled peptide, TR-FRET, 1 h. inhibition, % at 20 µM. 0.33% of 360,000 active; in the data active means inhibition above about 37%
Neddyl block – cullin neddylation inhibition; P61081+Q13564; TR-FRET cullin neddylation, biochemical; calls only at 25 µM; 0.58% of 360,000 active; AID 651699; in the data active means inhibition above about 36%
Rin1-Abl PPI inh – human Rin1-Abl interaction inhibition; P00519+Q13671; TR-FRET Rin1/Abl binding, biochemical; inhibition, % at 7.35 µM; 0.4% of 360,000 active; AID 588664; in the data active means inhibition above about 5%, passing the limit was not always enough
NadD block – NadD (S. aureus) enzyme inhibition; purified NadD enzyme, colorimetric absorbance read-out; inhibition, % at 20 µM; 0.78% of 360,000 active; AID 602399; in the data active means inhibition above about 26%; further: some compounds past the cut are filed as inactive
Active calls of the source: *; i = inactive; · = not tested or not shown.

No. | SUMO1 PPI mod | CSN deneddyl inh | Rin1-Abl PPI inh | STEP block | Scp-1 inhibitor | Rpn11 block | DNMT1 block | LMPTP inh | NadD block | Neddyl block | mol
1 | 2 | 0 | 1 | 4 | -3 | i | -2 | 0.2 | -5 | i | O=C(C1CC1)N1N=C(C2CCCCC2)CC1(O)C(F)(F)F (stereo not drawn)
2 | -23 | 0 | 0 | -2 | · | i | 1 | 1.4 | -2 | i | COc1ccc(C(C)(NC(C)=O)c2nc(/C=C/c3ccccc3)cs2)cc1 (stereo not drawn)
3 | 1 | 2 | -5 | -4 | · | i | 2 | -3.7 | 2 | i | CCc1nc2ccc(C(=O)N3CCN(S(=O)(=O)CC)CC3)cn2c1N(CC)C(=O)NCCc1ccccc1
4 | 0 | 3 | 2 | -2 | -10 | i | 3 | -1.3 | -7 | i | O=C(O)c1ccc(CNC(=O)c2ccc(S(=O)(=O)N3CCCCC3)cc2)cc1
5 | -2 | -1 | -1 | -4 | -2 | i | 3 | -1.8 | -4 | i | CC(=O)C(C(C)=O)C(NC(=O)c1cccnc1)(C(F)(F)F)C(F)(F)F
6 | -11 | -5 | -1 | 2 | -13 | i | -3 | 1.3 | 2 | i | Cc1ccc(C(=O)COC(=O)c2cc(Cl)nc3ccccc23)cc1
7 | 4 | 1 | 3 | 0 | -6 | i | 4 | 1.7 | -4 | i | Cc1ccc(CSCC(=O)N/N=C/c2cccc(OC3CSC3)c2)cc1
8 | 4 | -2 | 5 | 1 | -3 | i | 2 | -1.8 | -1 | i | O=C(COC(=O)c1cccc(S(=O)(=O)N2CCCC2)c1)Nc1ccccc1C(F)(F)F
9 | 3 | -2 | 0 | 3 | -8 | i | -2 | -1.2 | 0 | i | O=C(CN1CCCCC1)Nc1cc(S(=O)(=O)N2CCOCC2)ccc1N1CCCC1
10 | 3 | 4 | 3 | -6 | -5 | i | 1 | -0.7 | -4 | i | CN1CCN(C(=O)C2CCCN(S(=O)(=O)c3ccc(Br)cc3)C2)CC1 (stereo not drawn)
11 | -21 | -1 | 2 | 4 | -6 | i | -2 | 2.5 | 1 | i | O=C1C=C(/C=C/c2ccccc2)C[C@@H](c2ccc3c(c2)OCO3)C1
12 | 4 | 1 | 1 | -3 | 3 | i | 7 | -1.0 | -2 | i | Cc1cc(C(F)F)nn1CC(=O)NCc1ccccc1F
13 | 0 | -2 | 0 | -1 | -1 | i | -4 | -1.0 | 1 | i | O=C(Cn1cnc2ccccc21)Nc1cc(C(F)(F)F)ccc1N1CCOCC1
14 | -7 | 7 | 0 | 4 | -14 | i | -4 | -7.1 | 4 | i | O=Cc1c(NCCN2CCCC2)c2ccccc2[nH]c1=O
15 | -9 | -5 | 3 | -3 | 12 | i | 0 | -1.1 | 14 | i | CNC(=O)/C(C#N)=C\c1ccc(CNS(=O)(=O)c2ccc(Cl)cc2)o1
16 | 4 | 4 | 0 | -2 | 5 | i | 4 | -1.0 | -1 | i | O=C1CC(c2ccccc2)CC(=O)C1=CN1CCCC1 (stereo not drawn)
17 | 12 | -5 | -1 | 0 | -5 | i | -6 | 0.6 | 9 | i | COc1cccc(N2CC(C(=O)Nc3nnc(SCC(=O)c4ccccc4)s3)CC2=O)c1 (stereo not drawn)
18 | 1 | -1 | 1 | -2 | -10 | i | -1 | -1.5 | -3 | i | CC(c1nnc(SCC(=O)N2CC(=O)Nc3ccccc32)n1Cc1ccccc1)N(C)C (stereo not drawn)
19 | 2 | 4 | 0 | 1 | -12 | i | 26 | 5.5 | 31* | i | O=C(Nc1ccc2c(c1)OCO2)C1Cc2ccccc2CN1S(=O)(=O)c1cccs1 (stereo not drawn)
20 | -2 | -4 | 6 | -1 | -1 | i | 0 | -0.3 | 0 | i | C[C@@]12C(=O)N(CC3CC3)CC(=O)N1[C@H](C1CC1)[C@@H]1C(=O)N(c3ccccc3)C(=O)[C@@H]12
21 | 5 | 9 | · | · | · | · | · | 8.1 | -4 | i | COc1ccc(C(=O)NCCN2CCC(n3c(=O)[nH]c4ccccc43)CC2)cc1F
22 | 1 | -7 | 3 | -2 | 4 | i | 2 | 0.0 | -5 | i | COc1ccc(Cl)cc1C(=O)OCC(=O)Nc1cccnc1Cl
23 | -3 | 6 | -6 | 0 | -1 | i | -2 | 2.2 | 7 | i | O=C(CCCCn1c(=O)c2ccccc2n(CC(=O)Nc2ccc(F)cc2)c1=O)NCc1ccco1
24 | -15 | 58* | -1 | -20 | -3 | · | -13 | 1.9 | 5 | i | COc1cc(-c2cc(O)c(-c3ccc4ccccc4n3)c(=O)[nH]2)cc(OC)c1OC
25 | -10 | -4 | -2 | -1 | · | i | 4 | -0.4 | 0 | i | CC12CCCC(=O)C1CCC(=Cc1ccco1)C2=O (stereo not drawn)
26 | -1 | 6 | 0 | -2 | -5 | i | 2 | 0.6 | -12 | i | COc1cc(C(=O)Nc2cc(C)ccn2)ccc1OCC(=O)N1CCOCC1
27 | -5 | 6 | 1 | 0 | 0 | i | -5 | 0.4 | 0 | i | COc1ccc(NC(=O)c2cc(-c3ccc4c(c3)OCO4)on2)cc1OC
28 | 5 | 0 | -2 | 0 | -10 | i | 5 | -2.2 | 2 | i | Cc1nn(C)c(C)c1S(=O)(=O)N(CC(=O)NCCN1CCOCC1)c1ccc(C(C)C)cc1
29 | -2 | 0 | -2 | 2 | 6 | i | 1 | -0.2 | -7 | i | O=C(Cc1ccccc1)Nc1ccc(NC(=O)C2CC2)nc1
30 | 19 | 2 | 4 | 2 | -13 | i | 0 | -0.9 | 4 | i | O=c1cc(C(F)(F)C(F)F)oc2ccccc12

No. | SUMO1 PPI mod | CSN deneddyl inh | Rin1-Abl PPI inh | STEP block | Scp-1 inhibitor | Rpn11 block | DNMT1 block | LMPTP inh | NadD block | Neddyl block | mol
31 | 1 | 0 | -1 | 0 | -4 | i | -1 | -3.3 | 2 | i | Cc1cc(C)c(/C=N/n2c(C)cc(C)c(C#N)c2=O)c(C)c1
32 | 3 | -1 | 3 | 1 | -3 | i | 2 | -0.9 | 2 | i | COc1ccccc1N1CCN(C(=O)C2CCN(C(=O)c3cccc(Cl)c3)CC2)CC1
33 | 2 | 2 | 4 | 0 | -4 | i | 0 | 1.0 | 3 | i | CN(CC(=O)Nc1ccccc1Br)CC(=O)Nc1ccccc1-c1ccccc1
34 | -1 | 7 | -2 | -2 | 4 | i | -1 | -2.8 | 0 | i | CNC(=O)CN(C1CCCCC1)S(=O)(=O)c1ccc(OC)c(Cl)c1
35 | 5 | -6 | 1 | 4 | · | i | 5 | -1.4 | -5 | i | COc1ccc(CCN2CC(=O)NC(=O)C2)cc1OC
36 | 0 | 4 | -5 | 0 | -7 | i | 9 | -0.3 | 9 | i | Cc1cccc(C(=O)Nc2ccccc2-c2nnn(CC(=O)Nc3ccc4c(c3)OCCO4)n2)c1
37 | -33 | 1 | -1 | -7 | 10 | i | 3 | -1.1 | -3 | i | Cc1ccc(C)c(N(C)C(=O)CCS(=O)(=O)c2cccc3nonc23)c1
38 | 0 | 2 | -4 | -4 | -5 | i | -3 | -0.2 | 8 | i | C=CCn1c(=O)c2ccccc2n2c(SCc3nc(N)nc(Nc4ccccc4C)n3)nnc12
39 | -12 | 2 | -6 | -1 | -9 | i | 2 | -0.1 | -2 | i | Cc1cc(C)c2c3c(sc2n1)C(=O)N(Cc1ccccc1)CC(=O)N3
40 | -29 | -2 | -3 | -3 | -6 | i | 1 | -0.1 | 0 | i | O=[N+]([O-])c1ccc(CSc2ncnc3c2ncn3[C@@H]2O[C@H](CO)[C@@H](O)[C@H]2O)cc1
41 | 10 | 4 | -3 | -2 | 3 | i | 1 | 0.5 | 3 | i | COc1cc(/C=N/NC(=O)C(=O)NCc2ccco2)ccc1O
42 | -5 | -7 | 0 | -3 | -7 | i | -1 | -1.7 | 1 | i | C=C1CC(C(=O)N/N=C/c2ccccc2)C1
43 | -1 | 6 | 0 | 1 | 3 | i | 11 | 2.1 | 17 | i | Cc1cccc(NC(=O)CN(C)S(=O)(=O)c2ccc(-c3ccc(=O)[nH]n3)s2)c1C
44 | -2 | 3 | -2 | 0 | 12 | i | -1 | -1.1 | -2 | i | COCCN(C(=O)CCC(=O)Nc1cc(C)on1)C(C(=O)NC1CCCC1)c1ccc(C)cc1 (stereo not drawn)
45 | -8 | 0 | -3 | 0 | · | i | 4 | -0.5 | 12 | i | COc1ncnc2c1ncn2CCCNCC(C)c1ccccc1 (stereo not drawn)
46 | 1 | 1 | 4 | -1 | · | i | -2 | 0.2 | -7 | · | COc1ccc(-c2ccc(C(=O)NC(C)C)c3occc23)c(C)c1
47 | 5 | 24 | 1 | 3 | -2 | i | -2 | 4.0 | -5 | i | CCN(CC(=O)Nc1ccc(NC(C)=O)cc1)C(=O)/C=C/c1cn(-c2ccccc2)nc1-c1ccc(F)cc1

Molecules above containing fluorine, in the order listed:
No. | SUMO1 PPI mod | CSN deneddyl inh | Rin1-Abl PPI inh | STEP block | Scp-1 inhibitor | Rpn11 block | DNMT1 block | LMPTP inh | NadD block | Neddyl block | mol
1 | 2 | 0 | 1 | 4 | -3 | i | -2 | 0.2 | -5 | i | O=C(C1CC1)N1N=C(C2CCCCC2)CC1(O)C(F)(F)F (stereo not drawn)
5 | -2 | -1 | -1 | -4 | -2 | i | 3 | -1.8 | -4 | i | CC(=O)C(C(C)=O)C(NC(=O)c1cccnc1)(C(F)(F)F)C(F)(F)F
8 | 4 | -2 | 5 | 1 | -3 | i | 2 | -1.8 | -1 | i | O=C(COC(=O)c1cccc(S(=O)(=O)N2CCCC2)c1)Nc1ccccc1C(F)(F)F
12 | 4 | 1 | 1 | -3 | 3 | i | 7 | -1.0 | -2 | i | Cc1cc(C(F)F)nn1CC(=O)NCc1ccccc1F
13 | 0 | -2 | 0 | -1 | -1 | i | -4 | -1.0 | 1 | i | O=C(Cn1cnc2ccccc21)Nc1cc(C(F)(F)F)ccc1N1CCOCC1
21 | 5 | 9 | · | · | · | · | · | 8.1 | -4 | i | COc1ccc(C(=O)NCCN2CCC(n3c(=O)[nH]c4ccccc43)CC2)cc1F
23 | -3 | 6 | -6 | 0 | -1 | i | -2 | 2.2 | 7 | i | O=C(CCCCn1c(=O)c2ccccc2n(CC(=O)Nc2ccc(F)cc2)c1=O)NCc1ccco1
30 | 19 | 2 | 4 | 2 | -13 | i | 0 | -0.9 | 4 | i | O=c1cc(C(F)(F)C(F)F)oc2ccccc12
47 | 5 | 24 | 1 | 3 | -2 | i | -2 | 4.0 | -5 | i | CCN(CC(=O)Nc1ccc(NC(C)=O)cc1)C(=O)/C=C/c1cn(-c2ccccc2)nc1-c1ccc(F)cc1

This is a random part of the collection; about 3.8% have a hit in one of these screens.
